A3G deaminase – inhibitors of human APOBEC3G DNA deaminase. Q9HC16. inhibition, % at 20 µM. AID 493012. 330,000 compounds, 0.28% hits. recombinant A3G, ssDNA deamination FAM/TAMRA fluorescence;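 active = inhibition of at least 40% at 20 µM, with no more than 30% in the related APOBEC3A deaminase screen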;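 also: plate controls were DMSO wells with A3G for no effect and wells lacking A3G enzyme for full effect; some compounds called inactive have numbers as strong as hits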
Target sequence (Q9HC16 whole entry, looked up): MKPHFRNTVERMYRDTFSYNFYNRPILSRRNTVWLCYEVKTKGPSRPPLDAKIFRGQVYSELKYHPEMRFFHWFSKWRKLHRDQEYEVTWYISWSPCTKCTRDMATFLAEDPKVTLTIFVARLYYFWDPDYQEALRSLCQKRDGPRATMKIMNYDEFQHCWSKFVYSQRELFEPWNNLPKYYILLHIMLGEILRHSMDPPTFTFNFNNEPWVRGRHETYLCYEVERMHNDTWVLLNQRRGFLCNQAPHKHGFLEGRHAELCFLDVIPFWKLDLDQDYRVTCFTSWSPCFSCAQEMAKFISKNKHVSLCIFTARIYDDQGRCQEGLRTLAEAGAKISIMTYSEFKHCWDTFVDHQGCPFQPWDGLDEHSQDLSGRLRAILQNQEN
A3A deaminase – human APOBEC3A DNA deaminase inhibition | recombinant A3A, FAM/TAMRA ssDNA deamination fluorescence | inhibition, % at 20 µM | 330,000 compounds, 0.41% hits;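 active = at least 40% inhibition at 20 µM here, with at most 30% in a related deaminase screen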;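 also: plate controls were A3A with DMSO for no effect and wells lacking A3A enzyme for full effect; some results filed as inactive read as strong as hits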
Target sequence (P31941 whole entry, looked up): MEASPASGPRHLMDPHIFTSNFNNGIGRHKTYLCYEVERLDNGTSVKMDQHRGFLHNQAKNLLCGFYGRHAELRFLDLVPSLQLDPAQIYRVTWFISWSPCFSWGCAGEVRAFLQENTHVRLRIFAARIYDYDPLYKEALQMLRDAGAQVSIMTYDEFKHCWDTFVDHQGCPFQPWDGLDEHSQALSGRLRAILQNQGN
mIAP inh – blocks mouse intestinal alkaline phosphatase. 330,000 compounds, 0.2% hits. inhibition, % at 10 µM. purified mouse IAP, CDP-Star luminescence, 30 min;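 active = inhibition of at least 40% at 10 µM in the primary screen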;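 also: plate controls were DMSO with enzyme for no effect and no enzyme wells for full effect; values of inactives mirror those of a sister screen read the other way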
MPTP inh – blocks calcium-induced mitochondrial swelling; isolated mouse mitochondria, Ca2+ swelling absorbance, 30 min; inhibition, % at 10 µM; 360,000 compounds, 1.4% hits; AID 602449;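 active = inhibition of 50% or more, scaled per plate between neutral and stimulator controls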;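 also: 0% = DMSO wells given calcium and 100% = 1 mM EGTA wells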
MIN6 prolif – MIN6 beta-cell proliferation induction | MIN6 cells proliferation, ATPlite luminescence, 48 h; cells starved in 0.2% serum; 100% = growth in 10% serum | proliferation, % at 10 µM | 330,000 compounds, 0.29% hits;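 active = compounds whose signal lies at least 3.5 SD above the mean of all wells on their plate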;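 also: 0% = DMSO-treated cells in low-serum medium and 100% = 10% serum control; some compounds called inactive have numbers as strong as hits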
hIAP inh – human IAP inhibition. 330,000 compounds, 0.12% hits. AID 2544. purified IAP, CDP-Star luminescence, 30 min. P09923. inhibition, % at 10 µM;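 active = inhibition reaching a set limit with compound at 10 µM in the primary screen, cut at about 35% in these data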;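 also: plate controls were DMSO wells with enzyme for no effect and no-enzyme buffer wells for full effect; values of inactives mirror those of a sister screen read the other way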
Target sequence (P09923 whole entry, looked up): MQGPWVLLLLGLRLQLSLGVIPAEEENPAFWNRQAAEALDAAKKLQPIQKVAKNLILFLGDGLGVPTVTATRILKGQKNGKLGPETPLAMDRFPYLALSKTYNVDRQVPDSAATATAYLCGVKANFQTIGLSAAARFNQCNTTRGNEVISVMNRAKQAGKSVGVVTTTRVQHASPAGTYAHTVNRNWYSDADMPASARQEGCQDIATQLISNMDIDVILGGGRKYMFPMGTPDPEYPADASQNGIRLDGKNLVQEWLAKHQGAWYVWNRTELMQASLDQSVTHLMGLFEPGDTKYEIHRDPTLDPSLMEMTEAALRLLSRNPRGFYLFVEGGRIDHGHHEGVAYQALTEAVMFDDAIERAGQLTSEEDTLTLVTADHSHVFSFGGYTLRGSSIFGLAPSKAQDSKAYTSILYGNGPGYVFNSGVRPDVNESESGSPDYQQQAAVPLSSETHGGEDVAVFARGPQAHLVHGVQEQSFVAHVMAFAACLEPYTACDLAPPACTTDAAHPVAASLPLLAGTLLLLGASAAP
mIAP activ – mouse IAP activation; muIAP, CDP-Star luminescence, 30 min; stronger effect = higher value; 1 = vehicle-only enzyme signal, 0 = enzyme-free wells; activation factor at 10 µM; 330,000 compounds, 0.24% hits; AID 2805;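 active = activation factor of at least 2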; also: the source names both 10 and 20 µM as test concentration; values of inactives mirror those of a sister screen read the other way
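Assay system: mouse IAP enzyme / Compound: DMSO-dissolved test compounds / Timing: 30 min, room temperature / Measured by: luminescence from enzymatic CDP-Star hydrolysis / Control set: DMSO-only wells, enzyme-free buffer wells as negative control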
hIAP act – human IAP activation; purified human IAP, CDP-Star luminescence, 30 min; stronger effect = higher value; 1 = vehicle-only enzyme, 0 = enzyme-free background; activation factor at 10 µM; 330,000 compounds, 0.16% hits;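 active = activation factor of the enzyme at least 2-fold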; also: the source names both 10 and 20 µM as test concentration; values of inactives mirror those of a sister screen read the other way
ATG4B inhibitor – blocks human ATG4B protease cleavage of LC3 substrate; ATG4B cleavage of LC3-PLA2, NBD-HPC fluorescence, 1 h; 340,000 compounds, 0.51% hits; inhibition, % at 8.33 µM; AID 504462; in the data active = inhibition above about 40%
An asterisk follows results filed as active.

SMILES | A3G deaminase | A3A deaminase | mIAP inh | MPTP inh | MIN6 prolif | hIAP inh | mIAP activ | hIAP act | ATG4B inhibitor
CCn1c(CNC(=O)c2cccs2)n[nH]c1=S | -1 | -4 | -7 | 0.1 | -4 | 20 | 1.1 | 0.8 | -5
COc1ccc(NC(=O)COC(=O)Cc2ccccc2[N+](=O)[O-])cc1OC | -8 | -1 | -2 | 3.9 | 1 | -1 | 1 | 1 | -4
CCOc1cccc(C(=O)N(Cc2cccc(F)c2)C2CCS(=O)(=O)C2)c1 (stereo not drawn) | -7 | -4 | 4 | 0.3 | -1 | -15 | 0.96 | 1.1 | -8
CC(=O)Nc1ccc(-n2c(C)nc(=O)c(-c3ccccc3)c2C)cc1 | -8 | -5 | -6 | -0.6 | -2 | 1 | 1.1 | 0.99 | -4
Cc1ccc(CNS(=O)(=O)c2ccc(C(F)(F)F)cc2)n1C | -7 | -4 | -3 | 1.8 | 0 | -17 | 1 | 1.2 | 38
COc1ccc(CCNC(=O)C2CC(=O)N(C3CCCC3)C2)cc1OC (stereo not drawn) | -1 | 1 | -8 | -0.9 | -2 | -1 | 1.1 | 1 | 9
COc1cc(CN2CCNC(=O)C2CC(=O)NCCCN2CCOCC2)cc(OC)c1 (stereo not drawn) | 4 | 2 | -6 | -1.6 | -1 | 8 | 1.1 | 0.92 | 8
CCCc1nc2ccccc2n1C(=S)SC | -11 | -4 | -4 | 0.4 | 2 | 22 | 1 | 0.78 | 0
CCN(CC)C(=O)Cn1cc(C(=O)C(=O)N(CC)C2CCCCC2)c2ccccc21 | 0 | 2 | 7 | -2.0 | 1 | 0 | 0.93 | 1 | 15
CC(C)(C)c1ccc(C(=O)NCC(=O)N2CCNC(=O)C2)cc1 | -2 | 2 | 5 | 0.0 | 2 | 0 | 0.95 | 1 | -4
Cn1c(=O)cc(SCC(=O)N2CCCC2)c2cc(Cl)ccc21 | -6 | -1 | -2 | 3.5 | -2 | 6 | 1 | 0.94 | -13
Cc1ccccc1NC(=O)c1cc(N)ccc1N1CCCCC1 | -4 | 2 | 0 | 0.1 | 0 | 5 | 0.99 | 0.95 | 0
CC(C)C(NC(=O)OCc1ccccc1)C(=O)OCC(=O)N1C(C)CCCC1C (stereo not drawn) | -1 | -4 | 2 | -2.8 | -5 | -10 | 0.98 | 1.1 | 7
Cn1c(=O)c(C(=O)NC2CCCCCC2)c(O)c2ccccc21 | -2 | 1 | 9 | 1.3 | -3 | 10 | 0.91 | 0.9 | 0
Cc1ccc([N+](=O)[O-])cc1N=C(c1ccc([N+](=O)[O-])cc1)N1CCOCC1 | -7 | 1 | 2 | -0.7 | -3 | 5 | 0.98 | 0.95 | -4
CC1CCc2c(sc(NC(=O)c3cccn3C)c2C(N)=O)C1 (stereo not drawn) | 1 | 3 | 16 | -1.8 | -3 | -10 | 0.83 | 1.1 | 4
COc1ccc(CN2C(=O)c3cccnc3C2=O)cc1S(=O)(=O)NCc1ccccc1 | -4 | -2 | -5 | -0.8 | -3 | -10 | 1.1 | 1.1 | -1
CCCC[n+]1ccn(-c2nc3ccccc3nc2[N-]S(=O)(=O)c2ccc(C)cc2)c1 | 0 | -2 | -4 | -0.5 | -4 | 4 | 1 | 0.96 | -11
CCOC(=O)/C(C#N)=C/c1ccc(OC(=O)c2ccco2)c(OCC)c1 | -3 | 1 | -7 | 1.6 | 0 | 21 | 1.1 | 0.79 | -7
Cc1ccc(NC(=O)CSc2ccc(-c3ccccn3)nn2)cc1 | 0 | 1 | 0 | 0.3 | -4 | -5 | 1 | 1.1 | -8
C=CCN1C(c2ccccc2)=CS/C1=C(\C#N)c1nnc2n1CCCCC2 | -9 | -5 | 2 | -1.0 | -2 | -8 | 0.98 | 1.1 | 8
CC(=O)Nc1ccc(C(=O)Nc2nnc(CCc3ccccc3)s2)cc1 | -7 | -4 | 4 | 0.4 | -1 | -6 | 0.96 | 1.1 | 0
O=C1OCCN1C(=O)[C@H]1[C@H](c2ccc([N+](=O)[O-])cc2)C(c2cccc(Cl)c2)=NN1c1ccccc1 | -8 | -1 | -2 | 1.4 | -8 | -1 | 1 | 1 | -5
Cc1ccc(C(=O)Nc2cccc3cccnc23)cc1C | -5 | -6 | 2 | 0.1 | 1 | -10 | 0.98 | 1.1 | 3
Cc1ccc(S(=O)(=O)NCC(=O)OCc2cc(=O)oc3cc(C)ccc23)cc1 | -4 | 2 | 0 | -1.2 | -1 | 6 | 1 | 0.94 | -4
O=C(c1ccco1)N1CCN(C(=O)c2cn(-c3ccccc3)nc2-c2ccc(F)cc2)CC1 | -2 | -3 | 7 | 0.5 | -4 | 8 | 0.93 | 0.92 | 0
O=C(Nc1ccccn1)c1cccc(S(=O)(=O)N2CCCC2)c1 | -9 | -3 | 2 | -1.5 | -1 | -18 | 0.98 | 1.2 | 7
Cc1ccc2cc(/C=N/NC(=O)[C@@H]3CCCN3)c(Cl)nc2c1 | -1 | -1 | 7 | -1.8 | 0 | -1 | 0.93 | 1 | -6
Cc1ccc(O)c(NC(=S)NC(=O)/C=C/c2ccco2)c1 | -1 | 5 | 39 | -0.5 | -4 | -14 | 0.61 | 1.1 | 2
CCOc1c2ccc(C(=O)NCc3ccco3)cc2nn1CCOC | -2 | -1 | -7 | -0.7 | -4 | 6 | 1.1 | 0.94 | -1
O=C(CSc1ncn[nH]1)Nc1c(F)cc(F)cc1Br | -1 | 10 | -5 | -0.1 | -3 | -14 | 1.1 | 1.1 | 4
CCCCN1C(=O)/C(=C2/Sc3ccc(OC)cc3N2CC)SC1=S | -5 | -4 | 8 | 1.7 | -4 | -3 | 0.92 | 1 | -8
COc1ccc([C@@]2(O)c3c(ccc(CC=C(C)C)c3O)NC(=O)[C@@H]2OC)cc1 | -5 | -5 | 12 | -0.6 | 2 | 9 | 0.88 | 0.91 | -31
CC(=O)Nc1ccc(NC(=O)c2ccc(NC(=O)c3ccccc3)cc2)cc1 | -6 | 1 | -2 | 0.0 | 1 | -9 | 1 | 1.1 | 0
Cc1cccc(CNS(=O)(=O)c2ccc(-c3cnc(C4CC4)o3)cc2)c1 | 3 | 4 | 3 | 2.4 | -2 | 6 | 0.97 | 0.94 | 14
CCOC(=O)CN1C(=O)N[C@@H](c2cccs2)C(C(C)=O)=C1C | -8 | 1 | 0 | -1.3 | 2 | 17 | 1 | 0.83 | -13
COc1ccc(C(CNC(=O)c2ccc(S(=O)(=O)N3CC(C)CC(C)C3)cc2)N(C)C)cc1 (stereo not drawn) | -1 | 0 | 14 | 7.3 | -6 | 11 | 0.86 | 0.89 | -1
CCOC(=O)C1CCCN(C(=O)/C=C/c2ccccc2[N+](=O)[O-])C1 (stereo not drawn) | -1 | 0 | -7 | 0.4 | 0 | 5 | 1.1 | 0.95 | -8
CC(C)NC1CS(=O)(=O)CC1O (stereo not drawn) | -7 | -7 | 0 | -1.0 | 0 | -9 | 0.99 | 1.1 | -12
O=C(Cn1nc(C(=O)O)c2ccccc2c1=O)NCCC1=CCCCC1 | 1 | 4 | -2 | 0.9 | -3 | 1 | 1 | 0.99 | 2

Some values from the list.
Reading for `O=C(Nc1ccccn1)c1cccc(S(=O)(=O)N2CCCC2)c1` in ATG4B inhibitor: 7
Reading for `Cc1cccc(CNS(=O)(=O)c2ccc(-c3cnc(C4CC4)o3)cc2)c1` in hIAP act: 0.94
Reading for `O=C(CSc1ncn[nH]1)Nc1c(F)cc(F)cc1Br` in hIAP act: 1.1

As a working copy, 2 of the compounds above:
SMILES | A3G deaminase | A3A deaminase | mIAP inh | MPTP inh | MIN6 prolif | hIAP inh | mIAP activ | hIAP act | ATG4B inhibitor
CC(C)NC1CS(=O)(=O)CC1O (stereo not drawn) | -7 | -7 | 0 | -1.0 | 0 | -9 | 0.99 | 1.1 | -12
O=C(Cn1nc(C(=O)O)c2ccccc2c1=O)NCCC1=CCCCC1 | 1 | 4 | -2 | 0.9 | -3 | 1 | 1 | 0.99 | 2

More results
SMILES | A3G deaminase | A3A deaminase | mIAP inh | MPTP inh | MIN6 prolif | hIAP inh | mIAP activ | hIAP act | ATG4B inhibitor
COc1ccc(Cl)cc1NC(=O)CS(=O)(=O)c1cccc2nsnc12 | -1 | 0 | 6 | -0.1 | -1 | -8 | 0.94 | 1.1 | -13
COc1ccc(-c2cc(C3CCN(C(=O)OC(C)(C)C)CC3)[nH]n2)cc1 | -8 | -1 | 0 | 0.9 | -1 | -12 | 1 | 1.1 | -7
O=C1CC[C@@H](OCc2ccccc2)CCN1CC[C@H](Sc1ccccc1)c1ccccc1 | -4 | 0 | -15 | 0.9 | -8 | 12 | 1.2 | 0.88 | 9
O=c1[nH]c(/C=C/c2cccc(Br)c2)nc2ccccc12 | -1 | -2 | 7 | 2.1 | -3 | -22 | 0.93 | 1.2 | -6
COc1ccc(OC)c(/C(O)=C/C(=O)C(=O)Nc2ccccc2OC)c1 | -9 | -5 | -1 | 0.3 | -1 | 6 | 1 | 0.94 | -12
Cc1ccccc1NC(=O)c1cc([N+](=O)[O-])ccc1NCCN1C(=O)CCC1=O | -8 | -4 | -3 | -2.1 | 1 | 5 | 1 | 0.95 | 11
O=C(CCCCn1c(=O)[nH]c2ccccc2c1=O)NCCc1c[nH]c2ccccc12 | -8 | -1 | -15 | -0.8 | -2 | 2 | 1.1 | 0.98 | -9
CC(=O)OCc1cc2cccc(C)c2[nH]c1=O | -1 | 4 | 13 | -0.6 | 0 | -10 | 0.87 | 1.1 | 0
O=C(Nc1ccccc1Cl)C1C2CCC3C(CCC21)C3(Cl)Cl (stereo not drawn) | -8 | -1 | -5 | -1.1 | 0 | 7 | 1 | 0.93 | 0
CCCn1c(NCCO)nc2ccccc21 | -9 | -6 | -2 | -0.1 | -1 | 5 | 1 | 0.95 | 0
CCOc1cc(N2CCOCC2)c(OCC)cc1NC(=O)COC(=O)COc1cc(C)cc(C)c1 | -3 | 1 | 0 | 1.0 | 1 | -12 | 1 | 1.1 | -1
O=C(NCN1CCN(c2ccccc2)CC1)c1cnccn1 | -5 | -1 | -4 | -0.2 | 0 | -4 | 1 | 1 | 0
O=C(Nc1ccccc1)c1ccccc1CC[N+](=O)[O-] | 0 | 3 | -4 | 1.5 | -2 | 5 | 1 | 0.95 | -9
CC(=O)c1ccc(OCC(O)CN2CCN(CC(O)COc3ccc(C(C)=O)cc3)CC2)cc1 (stereo not drawn) | -2 | -1 | 4 | -5.6 | 0 | -4 | 0.96 | 1 | 5
NC(=O)c1ccc(NC(=O)COC(=O)CCCN2C(=O)c3cccc4cccc(c34)C2=O)cc1 | -1 | 0 | 5 | 0.6 | 3 | -7 | 0.95 | 1.1 | -3
Cc1ccc(-c2nnn(CC(=O)N(c3ccccc3)C(C(=O)NCC3CCCO3)c3ccc(Cl)cc3)n2)cc1 (stereo not drawn) | -7 | -1 | -6 | 2.1 | -1 | -44 | 1.1 | 1.4 | 4
COc1ccc(CN2C(=O)CCC2(C)C(=O)NC2CCCC2)c(OC)c1 (stereo not drawn) | -12 | -6 | 5 | -0.5 | -2 | 20 | 0.95 | 0.8 | -9
Cc1nn(-c2ccccc2)c(Cl)c1C(=O)Nc1ccccc1 | -11 | -2 | -4 | 2.3 | 0 | 10 | 1 | 0.9 | -13
Cc1ccc(S(=O)(=O)c2nc(Nc3ccccc3C#N)sc2Cl)cc1 | -8 | 1 | 0 | 10 | -1 | 16 | 1 | 0.84 | 1
Cc1onc(-c2ccccc2)c1C(=O)Nc1nc2c(s1)C(=O)CC(C)(C)C2 | -3 | -2 | 3 | 2.5 | -3 | 1 | 0.97 | 0.99 | 7
Cn1c(/C(C#N)=C(\O)c2ccc(S(=O)(=O)N3CCCCC3)cc2)nc2ccccc21 | -6 | -3 | 4 | 2.9 | -1 | -8 | 0.96 | 1.1 | -2
CN1CCN(S(=O)(=O)c2cccc(C#N)c2)C(c2ccccc2)C1 (stereo not drawn) | -4 | -1 | -8 | 0.8 | 0 | 3 | 1.1 | 0.97 | 9
